Rpn11 block = Rpn11 (human) deubiquitinase inhibition; O00487; human 26S proteasome, Ub4-pepOG fluorescence polarization; 20S core pre-blocked with epoxomicin; calls only at 20 µM; 0.59% of 360,000 active; AID 588493;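 active = inhibition at 20 µM, scaled to each plate's controls, above about 33%, limit read from the data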
Target sequence (O00487 whole entry, looked up): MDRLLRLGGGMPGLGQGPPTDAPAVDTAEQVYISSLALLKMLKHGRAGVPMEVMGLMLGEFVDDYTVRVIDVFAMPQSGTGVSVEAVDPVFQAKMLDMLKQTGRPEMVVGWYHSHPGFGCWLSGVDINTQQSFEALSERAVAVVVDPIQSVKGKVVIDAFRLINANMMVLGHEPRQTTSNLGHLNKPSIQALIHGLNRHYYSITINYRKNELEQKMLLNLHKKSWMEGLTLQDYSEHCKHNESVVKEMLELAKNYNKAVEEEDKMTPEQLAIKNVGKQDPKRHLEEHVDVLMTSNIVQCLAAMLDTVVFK
MsrA inhibitor = bovine MsrA inhibition; 0.75% of 360,000 active; purified bovine MsrA, absorbance read-out; AID 651718; inhibition, % at 15.5 µM; in the data active = inhibition above about 4.5%;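 note: 0% = vehicle wells with enzyme and 100% = reference inhibitor wells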
eLon inh = inhibitors of E. coli Lon protease. P0A9M0. purified E. coli Lon protease, fluorescence polarization. inhibition, % at 7.94 µM. 0.42% of 360,000 active. AID 602123; in the data active = inhibition above about 13%, passing the limit was not always enough;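 note: 0% = enzyme with probe and DMSO and 100% = no enzyme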
Target sequence (P0A9M0 whole entry, looked up): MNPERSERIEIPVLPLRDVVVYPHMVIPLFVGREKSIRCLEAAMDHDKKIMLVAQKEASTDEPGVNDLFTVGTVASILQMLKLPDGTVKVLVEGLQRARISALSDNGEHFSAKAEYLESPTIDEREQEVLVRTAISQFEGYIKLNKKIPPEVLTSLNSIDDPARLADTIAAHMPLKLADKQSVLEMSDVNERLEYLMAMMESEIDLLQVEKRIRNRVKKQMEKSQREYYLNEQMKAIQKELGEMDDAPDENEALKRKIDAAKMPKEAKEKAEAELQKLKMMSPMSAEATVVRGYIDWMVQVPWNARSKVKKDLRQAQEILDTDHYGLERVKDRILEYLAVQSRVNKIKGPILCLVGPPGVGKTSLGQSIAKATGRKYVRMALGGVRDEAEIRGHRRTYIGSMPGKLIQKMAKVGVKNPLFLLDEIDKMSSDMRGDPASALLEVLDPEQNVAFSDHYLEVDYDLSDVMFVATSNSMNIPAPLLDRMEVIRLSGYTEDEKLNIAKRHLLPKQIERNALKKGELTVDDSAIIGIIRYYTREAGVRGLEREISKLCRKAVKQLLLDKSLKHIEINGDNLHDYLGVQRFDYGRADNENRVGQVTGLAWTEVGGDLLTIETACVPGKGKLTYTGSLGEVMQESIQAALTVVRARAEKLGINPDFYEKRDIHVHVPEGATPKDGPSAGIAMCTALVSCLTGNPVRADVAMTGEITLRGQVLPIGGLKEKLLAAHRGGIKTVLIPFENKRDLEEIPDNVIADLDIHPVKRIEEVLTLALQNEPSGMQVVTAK
CSN deneddyl inh = inhibitors of human CSN-mediated cullin deneddylation. Q92905. Purified CSN, SCF-Nedd8-OG deneddylation, fluorescence polarization. inhibition, % at 12.5 µM. 0.38% of 360,000 active;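 active = pattern-corrected inhibition above about 35%, with an unprinted fluorescence ratio check between 0.5 and 1.5, limit read from the data, passing the limit was not always enough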;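 note: 0% = enzyme with substrate and 100% = substrate without enzyme; some results filed as inactive read as strong as hits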
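Schedule: reaction 90 min, room temperature / Assay system: HEK293T-derived human Csn5 enzyme / Input: Csn5 at 0.24 nM final / Measure: inhibition of Csn5 cleavage, % / Control set: substrate-only high control, full reaction low control / Technique: fluorescence polarization of the substrate / Buffer or medium: Tris/NaCl/DTT buffer, pH 7.5 / Reagent: SCFSkp2-Nedd8OG substrate at 10 nM final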
FAS TE block = FAS thioesterase (human) inhibition. inhibition, % at 15 µM. 0.67% of 360,000 active. P49327. recombinant FAS-TE, OMFH fluorogenic substrate, fluorescence endpoint;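 active = compounds whose normalised, plate-corrected inhibition of enzyme fluorescence in the single-dose primary screen is 50% or more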;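 note: 0% = DMSO with enzyme and 100% = substrate without enzyme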
MT1-MMP act inh = inhibitors of human MT1-MMP activation | P50281 | HT1080 RFP-PRO-GFP cells, GFP/RFP ratio fluorescence, overnight; percent of plate control window, DMSO zero | GFP/RFP ratio change, % at 20 µM | 0.061% of 360,000 active;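 active = GFP/RFP ratio change of at least 30% with cell ATP level not reduced by more than half and red fluorescence within 50% of control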; note: strong numbers were not always called active
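Assay system: HT1080 RFP-PRO-GFP cells. Benchmarks: DMSO vehicle wells and RFP-L50D-GFP reporter cell wells. Times: overnight cell settling, then overnight compound exposure, 37 °C, 5% CO2. Compound: 20 µM single dose, 1% DMSO. Read-out basis: GFP/RFP fluorescence ratio.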
PABP1 MLLE inh = blocks PAM2 peptide binding to the PABP1 MLLE domain. 0.36% of 360,000 active. P11940. GST-MLLE / FITC-PAM2 fluorescence polarization. inhibition, % at 20 µM; in the data active = inhibition above about 35%, passing the limit was not always enough;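 note: plate controls were DMSO wells with GST-MLLE for no effect and wells lacking GST-MLLE protein for full effect; some results filed as inactive read as strong as hits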
MsrA act = activators of bovine methionine sulfoxide reductase A. activation, % at 10.6 µM. purified bovine MsrA, absorbance read-out. 0.3% of 360,000 active. AID 602163; in the data active = activation above about 7.5%;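 note: 0% = vehicle and 100% = reference activator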
Rin1-Abl PPI inh = inhibitors of human Rin1-Abl protein interaction; TR-FRET Rin1/Abl binding, biochemical; AID 588664; inhibition, % at 7.35 µM; 0.4% of 360,000 active; in the data active = inhibition above about 5%, passing the limit was not always enough
* = called active by the depositor; i = inactive; x = no result given. Hits appear at their usual frequency. Share with any hit: about 3.7%.

SMILES	Rpn11 block	MsrA inhibitor	eLon inh	CSN deneddyl inh	FAS TE block	MT1-MMP act inh	PABP1 MLLE inh	MsrA act	Rin1-Abl PPI inh
Cc1ccc(-n2ncc3c2CC(C)(C)CC3NC(=O)c2ccc[n+]([O-])c2)cc1 (configuration not stated)	i	0.4	-9	2	-3	2	2	0	1
Cc1ccc(CONC(=O)c2ccc(OC(F)F)cc2)cc1	i	0.1	3	-3	2	2	-3	-3	2
CSc1nc(SCCN(C)C)c2c3c(sc2n1)COC(C)(C)C3	i	-0.3	2	-2	2	-5	9	-1	-1
CC1CC(C)CN(C(=O)CNS(=O)(=O)c2cccs2)C1 (configuration not stated)	i	-0.7	3	5	-4	-2	0	-7	3
CCOc1ccc2c(c1)-c1c(ssc1=S)C(C)(C)N2C(=O)c1ccco1	i	1.9	-2	-9	24	-6	7	-1	-4
COc1ccc(-c2cc3c(c4c2ccn4C)C2CCC3C2)cn1 (configuration not stated)	i	1.4	8	-8	20	4	32	-9	-2
CC12C=CC(=O)C=C1CCC1C2CCC2(C)C(C(=O)CO)CCC12 (configuration not stated)	i	-1.4	-7	4	-5	5	-15	-3	-1
CC1CCN(C(=O)CCS(=O)(=O)c2cc3c(cc2Cl)NC(=O)CO3)CC1	i	-0.7	-6	-3	-7	3	4	-1	1
CC(C)c1ccc(CNC(=O)C(=O)NCC2CCCO2)cc1 (configuration not stated)	i	1.4	5	9	0	2	15	-2	3
C[C@H](CO)N1C[C@H](C)[C@@H](CN(C)S(=O)(=O)c2ccccc2)Oc2c(NC(=O)Nc3ccccc3)cccc2C1=O	i	-0.1	-1	-5	6	-4	10	-1	0
CCc1c(O)nc(SC2CC(=O)N(c3ccc(F)c(Cl)c3)C2=O)[nH]c1=O (configuration not stated)	i	0.1	-10	-6	-2	-1	19	-1	1
COCc1c(N)c(C)nc(Cl)c1C#N	i	1.9	-3	21	-5	-3	-17	-2	-1
COc1ccc(S(=O)(=O)N2CCN(C(=S)NCC3CCCO3)CC2)cc1OC (configuration not stated)	i	-0.9	-7	-3	-6	2	-128	-1	0
c1ccc(-c2cn3nc4c(nc3n2)CCCC4)cc1	i	-0.3	7	-6	-11	3	88	2	0
CCN1CCN(C(c2ccc(OC)cc2)c2nnnn2Cc2ccc3c(c2)OCO3)CC1 (configuration not stated)	i	-1.6	6	7	-3	2	3	-3	0
Cc1ccc(-c2cc(-c3nnc(SCC(=O)NC(C)C(C)C)n3N)c3ccccc3n2)cc1 (configuration not stated)	i	0.3	-3	3	1	3	-73	-1	2
CNC(=O)c1nnsc1S(=O)(=O)c1ccc(Cl)cc1	i	0.2	1	-11	49	-6	32	-17	1
O=C(CN1C(=O)C2C3C=CC(C3)C2C1=O)N1CC=C(c2ccccc2)CC1 (configuration not stated)	i	1.2	-3	-5	-8	1	5	-3	1
COc1ccc(-c2csc3ncn(Cc4ccccc4)c(=O)c23)cc1	i	0.4	7	4	19	x	-16	-13	2
Cc1ccc(C)c(S(=O)(=O)N2CCN(CC(=O)Nc3ccc([N+](=O)[O-])cc3)CC2)c1	i	1.1	7	-3	27	-3	-9	-3	3
S=c1[nH]c(-c2ccccc2)cn1/N=C/c1ccccc1Br	i	0.2	7	6	10	-1	26	-1	0
COc1ccccc1NS(=O)(=O)c1cccs1	i	-0.8	-1	-5	-1	-2	-4	0	2
CCn1c(SCc2cccc(C(F)(F)F)c2)nnc1-c1ccco1	i	-1.4	-1	3	2	-6	4	-3	2
COCCn1c(SCC(=O)N2CCCCC2)nc2c(c1=O)SC(C)C2 (configuration not stated)	i	4.5	-2	-7	-5	-2	-4	-2	5
Cc1ccc(NC(=O)CCc2ccc(S(=O)(=O)NC3CCCCC3)cc2)cc1	i	-1.0	-8	-8	11	0	3	3	3
(listing goes on)
SMILES	Rpn11 block	MsrA inhibitor	eLon inh	CSN deneddyl inh	FAS TE block	MT1-MMP act inh	PABP1 MLLE inh	MsrA act	Rin1-Abl PPI inh
C/C(N)=C(\C#N)C(=O)NCCc1ccccn1	i	-1.9	-2	3	-6	4	6	-4	4
Cc1nn(-c2ccccc2)c2sc(C(=O)NNC(=O)COc3ccccc3)cc12	i	-1.2	13	-3	6	1	1	0	-2
Nc1ccc2nc[nH]c2c1	i	1.0	0	2	-2	6	2	1	-14
COc1ccc(S(=O)(=O)N(C)C[C@H]2Oc3ccc(NC(=O)C4CCCCC4)cc3C(=O)N([C@H](C)CO)C[C@@H]2C)cc1	i	0.8	-1	-3	-4	-1	13	-4	8
COCCCNC(=O)Cn1c(=O)n(CC(=O)NCCc2ccc(OC)c(OC)c2)c(=O)c2sccc21	i	-1.9	0	0	-5	-1	-10	0	-1
Cc1cc(C(=O)NNC(=O)Cc2ccc(Cl)cc2)c(C)o1	i	-1.2	-7	0	1	3	-3	-4	1
Cc1cc(C)cc(NC(=O)N2CCC(C(=O)c3ccc(F)cc3)CC2)c1	i	-0.7	2	-11	9	-7	12	-4	-1
COc1cc(C(=O)Nc2c(C(=O)O)[nH]c3ccc(C)cc23)cc(OC)c1OC	i	1.0	7	1	-5	0	-4	-9	-1
CC(=O)c1ccc(N2CCN(C(=O)C3CCN(S(=O)(=O)c4ccc(F)cc4)CC3)CC2)cc1	i	3.5	4	2	8	-1	6	-2	-2
O=C(c1ccc(Cl)c([N+](=O)[O-])c1)N(Cc1ccc(F)cc1)C1CCS(=O)(=O)C1 (configuration not stated)	i	0.8	-4	-5	14	-1	-1	-3	1
O=C(CCCN1C(=O)/C(=C\c2ccccc2)SC1=S)Nc1ccc(C(=O)O)cc1	i	-0.1	-33	14	0	-4	-26	-2	-1
O=C(c1ccccc1)c1cccn1CC(=O)N1CCCCCC1	i	-0.6	-4	2	-4	-2	0	1	-2
Cc1cc(=O)[nH]c(Nc2cccc(F)c2)n1	i	1.4	-1	4	-7	2	-5	-3	0
CC(C)(C)c1ccc(C(=O)NNC(=O)CCc2ccccc2)cc1	i	-0.2	13	1	-2	1	9	0	0
COc1ccc(CN2C(=O)C(C)=C(C)C2OC)cc1 (configuration not stated)	i	-1.2	6	1	-6	-2	-5	-1	-2
O=C(CSc1ccc(Cl)cc1)NC1=NN(c2ccccc2)C(=O)C1	i	-1.7	-4	4	1	5	23	-7	-1
CCOc1ccc(N(C(C)C(=O)NCc2ccco2)S(C)(=O)=O)cc1 (configuration not stated)	i	0.8	-3	0	-6	1	-7	-10	-3
Cc1ccc(OCC(=O)N2c3ccccc3NC(=O)C2(C)C)c([N+](=O)[O-])n1	i	2.0	-8	1	-5	-4	7	-2	5
COc1cccc(CN(C)C(=O)Cn2cc(C)c(=O)[nH]c2=O)c1	i	0.0	-1	-1	-6	0	-7	-1	-1
Cc1ccc(C(=O)c2oc3nc(C)cc(C)c3c2N)cc1	i	1.6	4	2	10	4	4	2	-10
Cc1nnc(NC(=O)CSc2nnc(CC(=O)Nc3ccccc3C)n2C)s1	i	-0.2	11	1	-12	3	12	-8	4
CN(CCC(=O)Nc1ccc(Cl)cc1)Cc1ccccc1	i	0.8	-6	0	0	0	-6	-2	-2
CCN(CC)CCN1C(=O)C(=O)/C(=C(/O)c2c(C)[nH]c(C(=O)OC)c2C)C1c1cccnc1 (configuration not stated)	i	2.2	-9	3	-6	2	7	-4	-3
CCOC(=O)CSc1nc2ccccc2c(=O)n1-c1ccc(C)cn1	i	-1.1	-2	-5	-3	-5	0	-1	3
CC1(C)CC(=O)NC=C(c2ccccc2)C1	i	1.9	4	2	-9	1	-4	0	0

Reformatted: 4 of the compounds above
canonical_smiles,Rpn11 block,MsrA inhibitor,eLon inh,CSN deneddyl inh,FAS TE block,MT1-MMP act inh,PABP1 MLLE inh,MsrA act,Rin1-Abl PPI inh
COc1ccc(CN2C(=O)C(C)=C(C)C2OC)cc1 (configuration not stated),i,-1.2,6,1,-6,-2,-5,-1,-2
Cc1nn(-c2ccccc2)c2sc(C(=O)NNC(=O)COc3ccccc3)cc12,i,-1.2,13,-3,6,1,1,0,-2
Cc1cc(C)cc(NC(=O)N2CCC(C(=O)c3ccc(F)cc3)CC2)c1,i,-0.7,2,-11,9,-7,12,-4,-1
Cc1ccc(C(=O)c2oc3nc(C)cc(C)c3c2N)cc1,i,1.6,4,2,10,4,4,2,-10

(continued)
SMILES	Rpn11 block	MsrA inhibitor	eLon inh	CSN deneddyl inh	FAS TE block	MT1-MMP act inh	PABP1 MLLE inh	MsrA act	Rin1-Abl PPI inh
Cc1ccc(C(=O)C(C)[n+]2cccc(C(N)=O)c2)cc1 (configuration not stated)	i	-0.7	0	4	0	0	14	-10	5
COc1ccc(-c2nnn(CC(=O)N(CC(=O)NC3CCCC3)Cc3cccs3)n2)cc1OC	i	0.1	1	2	8	-2	5	-3	1
C[C@@H]1CC[C@@]2(O[C@H](CCO)C[C@H](O)[C@H]2O)O1	i	0.0	1	2	-8	-1	-3	-7	1
NC(=O)c1ccsc1NC(=O)COC(=O)Cc1ccccc1Cl	i	0.2	-11	8	-3	4	3	-2	2
COc1ccccc1NC(=O)c1ccc2c(c1)C(=O)N(c1ccccc1OC)C2=O	i	1.3	3	0	18	9	2	-12	-4
Cc1ccc(CN(C(=O)COc2ccc([N+](=O)[O-])cc2)C2CCS(=O)(=O)C2)o1 (configuration not stated)	i	2.2	-3	0	20	1	-10	2	0
N#Cc1c2n(c(=O)[nH]c1=O)CCCCC2	i	-0.3	-8	-1	-7	4	-13	-6	3
COc1ccc(Cl)cc1S(=O)(=O)Nc1ccc2c(c1)n(C)c(=O)n2C	i	-1.6	-44	2	-6	7	11	-3	5
CCN1CCN(C(=O)CS(=O)Cc2nc(-c3ccc(OC)cc3)oc2C)CC1 (configuration not stated)	i	0.9	-3	-1	-9	1	5	-1	2
COc1ccccc1C(c1nnnn1C(C)(C)C)N1CCN(Cc2ccncc2)CC1 (configuration not stated)	i	-1.1	-8	1	0	-3	8	-5	-2
COc1ccc(S(=O)(=O)Cc2ccc(C(=O)NCc3cccs3)o2)cc1	i	0.2	1	1	-4	-2	-10	-2	-1
O=C(NC1CCN(C(=S)Nc2ccccc2)CC1)C1CCCCC1	i	0.0	-5	-1	-2	-2	-40	1	-5
O=C(Nc1ccc(Br)cc1)C1CCCN(C2=NS(=O)(=O)c3ccccc32)C1 (configuration not stated)	i	-0.2	-8	-3	7	-6	-86	-8	2
COc1ccc2[nH]c3c(c2c1)CCN1C(=O)C(CC(=O)NCCN2CCOCC2)C[C@H](C(=O)N2CCCCC2)[C@@]31C (some centres not stated)	i	0.7	3	3	-13	2	12	-2	-2
Cc1cc(C)nc(NC(=O)Cc2ccc(Br)cc2)n1	i	0.8	-2	-2	-6	1	-1	-2	0
CCn1c(SCC(=O)NCc2cccs2)nnc1-c1ccco1	i	-0.2	-4	-1	-6	-10	8	-4	1
CCCCc1nc(SCC(=O)Nc2ncccn2)n[nH]1	i	-1.0	0	-1	-8	2	7	-4	-2
COc1ccccc1OCC(=O)NCc1cccs1	i	-2.3	-4	-2	-5	-2	13	-11	3
NC(=O)c1ccc(-c2ncc(-c3ccccc3)o2)cc1	i	3.1	-2	0	-3	0	-7	-4	-6
CN1CN=C(NS(=O)(=O)c2ccc([N+](=O)[O-])cc2)NC1	i	0.5	-4	2	-6	-5	36	-5	3
O=C(O)COc1ccc2c3c(c(=O)oc2c1)CCC3	i	0.8	0	-4	-8	4	-6	0	-4
O=c1cc(N2CCN(c3ccc(F)cc3)CC2)[nH]c(=O)n1Cc1ccc(F)cc1	i	0.1	-10	5	-4	-5	7	-3	2
CCC(Nc1nc(-c2ccccc2)nc2ccccc12)C(=O)O (configuration not stated)	i	1.3	-1	0	-6	-1	7	-2	-6

Bioassay records as filed in PubChem.
